STAT1 act: STAT1 signaling activation | NIH 3T3 STAT1-luciferase reporter, IFN-gamma, luminescence; 100% = IFN-gamma alone, no compound | 2.6% of 200,000 active | AID 932 | activation (% of control), % at 5.5 µM;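 active = activation above the screen-wide mean activation plus 3 SD, cut at about 130% in these data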;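 also: raw ratio to IFN-gamma control signal so 100% means no change and 0% no light; values of inactives mirror those of a sister screen read the other way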
Efa HMGR inh: inhibitors of class II HMG-CoA reductase from Enterococcus faecalis | purified E. faecalis HMGR, NADPH absorbance 340 nm kinetic | inhibition, % at 10 µM | 0.41% of 190,000 active;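 active = inhibition above a set limit, the median over all tested compounds plus 3 SD, cut at about 9.5% in these data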;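 also: enzyme runs in reverse so mevalonate oxidation gives rising NADPH absorbance; 0% = complete reaction with DMSO and 100% = background rate lacking mevalonate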
APP transl inh: APP translation inhibition. SH-SY5Y APP 5'UTR-luciferase reporter, luminescence. inhibition, % at 2 µM. 0.82% of 190,000 active. AID 1285;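 active = inhibition above a set limit, derived from the sample mean plus 3 SD, cut at about 45% in these data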; also: values of inactives mirror those of a sister screen read the other way
G6PDH counter: counter-screen for G6PDH assay hits: L. mesenteroides G6PDH inhibition; Purified L. mesenteroides G6PDH, diaphorase/resazurin coupled fluorescence, 45 min; inhibition, % at 5 µM; 0.12% of 200,000 active; in the data active = inhibition above about 50%
FLuc stim CS: affects firefly luciferase, flagging false hits in luciferase stimulation screens. ATPlite luciferase biochemical, luminescence, 10 min; 0 = ATP-free wells, 1 = DMSO control. P08659. 200,000 tested, under 10 active. activation factor at 10 µM;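 active = luciferase activation factor, scaled between plate controls, of at least 2 with compound at 10 µM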
Target sequence (P08659 whole entry, looked up): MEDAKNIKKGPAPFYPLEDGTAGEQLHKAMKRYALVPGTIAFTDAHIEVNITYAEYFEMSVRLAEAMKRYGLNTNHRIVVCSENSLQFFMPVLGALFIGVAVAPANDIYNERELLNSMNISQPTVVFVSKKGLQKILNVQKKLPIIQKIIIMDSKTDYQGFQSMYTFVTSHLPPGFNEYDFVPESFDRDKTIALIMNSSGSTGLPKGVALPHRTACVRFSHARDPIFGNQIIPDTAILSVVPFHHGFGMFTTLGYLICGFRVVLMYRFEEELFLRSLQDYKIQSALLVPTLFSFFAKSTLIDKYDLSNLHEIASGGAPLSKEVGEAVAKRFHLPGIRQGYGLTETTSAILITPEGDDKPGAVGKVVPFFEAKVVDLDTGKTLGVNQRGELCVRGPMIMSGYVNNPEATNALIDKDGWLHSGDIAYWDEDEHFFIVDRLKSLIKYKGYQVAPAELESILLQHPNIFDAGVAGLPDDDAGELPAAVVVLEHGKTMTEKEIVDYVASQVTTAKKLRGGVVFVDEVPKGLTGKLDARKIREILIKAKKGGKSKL
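Assay system: Luciferase/luciferin detection reagent, cell-free biochemical luciferase assay / Also added: ATP substrate / Schedule: 10 min at ambient temperature / Measured by: luminescence measurement of luciferase light output / Benchmarks: low control with PBS replacing ATP, high control enzyme plus ATP without compound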
Hsp70 activator: transcriptional activators of Hsp70; AID 1203; HeLa Hsp70 promoter luciferase reporter, luminescence; scaled: vehicle 0, proteasome-inhibitor control 100%; activation, % at 10 µM; 0.04% of 200,000 active;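 active = activation above the mean across all tested compounds plus 3 SD, cutoff set per campaign, cut at about 5.5% in these data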;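 also: 100% = MG132 at 30 µM as the positive control and 0% = DMSO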
NF-kB neuron act: compounds increasing NF-kB expression in human neuronal cells | NF-kB reporter expression; active compounds read high | fold change at 12.5 µM | 1.6% of 190,000 active | AID 1239; in the data active = fold change above about 3.3
DTT redox prof: compounds producing H2O2 with reducing agent – biochemical, NIH compound library profiling, artefact control for MLSCN library redox annotation, primary screen | activation, % at 10 µM | 0.03% of 200,000 active | DTT-dependent redox cycling H2O2, phenol red/HRP absorbance; 100% = 100 µM peroxide control, 0% = buffer;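 active = activation of at least 50% relative to the plate's high and low controls in the primary single-dose screen; inactive = activation below 50%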;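 also: compound incubated with DTT at 0.8 mM final as the reducing agent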
FLuc inh counter: counter-screen for luciferase assay inhibitors: firefly luciferase inhibition. P08659. ATPLite firefly luciferase biochemical luminescence, 10 min. inhibition, % at 10 µM. 1.5% of 200,000 active. AID 1006;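 active = inhibition above about 50% when tested at 10 µM, limit read from the data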
APP 5'UTR act: activates APP 5'UTR luciferase reporter; SH-SY5Y APP 5'UTR luciferase reporter, luminescence; zero percent = DMSO vehicle wells; activation, % at 2 µM; 1% of 190,000 active;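 active = activation above a set limit, based on mean plus 3 SD of controls, cut at about 140% in these data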; also: values of inactives mirror those of a sister screen read the other way
* = called active by the depositor; . = no result given; & = joins results of further samples.

Values run as follows: STAT1 act	Efa HMGR inh	APP transl inh	G6PDH counter	FLuc stim CS	Hsp70 activator	NF-kB neuron act	DTT redox prof	FLuc inh counter	APP 5'UTR act
> CC(NC(=S)Nc1ccccc1Cl)C(c1cccs1)N1CCCC1 (centres undefined)
    102	-9	-11	-3	1	-0.2	0.98	-0.1	-4	11
> COCCNc1nc(N)c([N+](=O)[O-])c(NCCO)n1
    114	-3	13	6	1	-0.2	0.91	0.3	-3	-13
> Cc1cc(C)c(C#N)c(SCC(O)CS(=O)(=O)Cc2ccccc2)n1 (centres undefined)
    91	-4	11	7	1.1	0.1	1.2	2.1	-15	-11
> Cc1nnc(C)c2c(C)n(-c3ccc(Br)cc3)c(C)c12
    106	4	4	-18	1	-0.2	1.1	2.1	-5	-4
> C=CCNC(=S)NNC(=O)c1cccn(Cc2ccc(Cl)cc2)c1=O
    93	-2	-4	8	1.1	-0.3	0.98	-11	-9	4
> Fc1ccccc1C1c2[nH]c3ccccc3c2CCN1CCCn1cccn1 (centres undefined)
    104	-1	7	19	1	-0.3	.	-0.5	2	-7
> CCOC(=O)c1ccc(Nc2cc(C)nc(N3CCOCC3)n2)cc1
    107	0	7	5	1.1	0.1	0.83	2.1	-6	-7
> COc1ccc(Nc2cc(C(=O)NCCCN3CCOCC3)c3ccccc3n2)c(OC)c1
    87	-5	3	-4	1	-0.1	0.71	-0.9	5	-3
> O=C1CCCC2=C1C(c1ccsc1)CC(=O)N2c1nnc(SCc2ccccc2)s1 (centres undefined)
    104	1	2	0	1.1	0.0	0.99	-0.7	-8	-2
> OC(COCC(F)(F)C(F)(F)C(F)(F)C(F)F)Cn1c2ccc(Cl)cc2c2cc(Cl)ccc21 (centres undefined)
    99	-1	-10	-18	1	-0.3	0.78	0.8	-4	11
> CC[n+]1c(C)sc2c(C)cc(C)cc21
    94	1	-5	-3	1	1.1	0.66	-0.4	-2	5
> Cn1c(Cc2ccccc2)n[nH]c1=S
    101	0	10	9	1	-0.2	0.92	-0.5	-1	-10
> O=C(NCCCO)c1nnc(Cc2c(F)cccc2Cl)o1
    102	-2	-13	6	1.1	-0.1	1.1	1.1	-9	13
> CCn1c(=NC(=O)c2cccc(N3C(=O)CCC3=O)c2)sc2c(OC)ccc(OC)c21
    96	-1	1	11	1	0.1	0.85	0.3	-4	-1
> Cc1cc(C)nc(SCC(=O)c2c(N)n(C)c(=O)n(C)c2=O)n1
    104	0	-5	2	1	0.1	1.1	1.8	-3	5
> N#C/C(=C(/O)COC(=O)c1ccc(C#N)cc1)c1nc2ccccc2s1
    89	-3	8	-2	1	-0.3	1.2	0.2	0	-8
> CN(C)C=NC(=O)c1cc(C(=O)c2ccc(F)cc2)c[nH]1
    108	-11	-8	8	1.1	-0.2	0.91	-0.2	-8	8
> CC(=O)c1cccc(OCC(=O)c2cc(C)n(-c3cc(C)on3)c2C)c1
    90	-3	-5	5	1	-0.6	0.42	1.1	-4	5
> O=C(NCCCN1CCOCC1)c1ccc(CS(=O)(=O)Cc2ccc(Cl)cc2)o1
    102	-1	-10	-7	1.1	0.1	1.1	1.3	-6	10
> CCOC(=O)N1CCN(CCC(=O)Nc2ccccc2OC)CC1
    93	0	-1	-3	1.1	-0.5	1.3	-0.5	-5	1
> Cc1ccc(C2CC(=O)NC(SCc3ccccc3)=C2C#N)cc1 (centres undefined)
    113	-4	14	11	1	-0.2	1.1	0.1	-4	-14
> COC(=O)c1cc2ccc(OC)c(OC)c2c(=O)s1
    97	-6	3	-8	1	-0.5	1.6	-4.8	-1	-3
> CCOC(=O)CSc1nc2ccccc2c(=O)n1CCCCCC(=O)NCc1ccco1
    99	0	8	5	1	-0.1	0.81	0.1	-5	-8
> CC(Oc1ccccc1Cl)C(=O)N1CCOCC1 (centres undefined)
    105	-1	-29	0	1	-0.2	1	0.4	-3	29
> O=C(COc1ccc([N+](=O)[O-])cc1)NN=C1CCCC1
    99	3	9	1	1	0.2	1.3	-5.5	-4	-9
> Cn1c(CCN2CCOCC2)nc2cc(NC(=O)c3cccs3)ccc21
    104	-1	-18	2	1.1	-0.1	1.2	0.0	-7	18
> Cn1nnnc1SCC(=O)N1CCN(c2ccc(Cl)cc2)CC1
    92	1	-10	-5	1	-0.1	1.2	0.8	-4	10
> COc1ccc2c(c1)cc1n2CCN=C1NN
    113	-7	-30	5	0.9	-0.1	0.9	0.2	6	30
> CCc1ccc(N=c2c([N+](=O)[O-])nn(-c3ccc4c(c3)OCCO4)n2O)cc1
    106	-3	-26	0	1	0.0	0.81	0.3	1	26
> O=S(=O)(c1ccc(N2CCC(c3ccc(Cl)cc3)=N2)cc1)N(CCO)CCO
    107	-1	-6	-9	0.9	-0.2	1.7	0.4	5	6
> CCN(CC)S(=O)(=O)c1ccc(NS(=O)(=O)c2cccs2)cc1
    110	-1	-3	8	1	-0.3	1.1	-1.9	-2	3
> CCN1CCc2nc(NC(=O)c3cc(F)c(F)cc3Cl)sc2C1
    111	3	4	1	1	-0.1	1.1	-0.1	-4	-4
> CCOC(=O)N1CCN(CCC(=O)Nc2cccc(Br)c2)CC1
    87&102	-1&-6	-6&-5	7&4	1.1&1	-0.2&0.1	1.2&1.4	2.2&1.3	-7&3	6&5
> COc1cc(/C=N/N2CCOCC2)ccc1OCc1ccccc1
    117	3	-64	6	1	0.0	1.8	0.0	1	64
> O=C(NCc1nc2ccccc2[nH]1)C1=C[C@@H](C2CCCCC2)C[C@@H](OCc2ccc(CO)cc2)O1
    105	-3	20	3	1	-0.1	0.63	0.5	0	-20
> CC(=O)Nc1ccc2c(c1)OCCO2
    102	16*	-2	4	1.1	-0.1	1.1	2.6	-6	2
> CCN(CCCNC(=O)C1CCC(=O)N1Cc1ccccc1Cl)c1cccc(C)c1 (centres undefined)
    98	-3	3	12	1.1	-0.2	0.83	-0.1	-9	-3
> COc1ccc(-c2noc(-c3cccc(Cl)c3)n2)cc1OC
    114	2	-52	-2	1	-0.5	2	1.6	1	52
> O=C(Nc1nccs1)c1sc2ccccc2c1Cl
    106	-2	-234	-28	0.1	-0.4	7*	-8.0	85*	234*
> CCOC(=O)c1cccc(NC(=O)N2CCOCC2)c1
    96	-8	2	17	1	0.2	0.99	-0.9	-1	-2
> CCOc1ccc(C(=O)C(c2ccccc2)N2CCOCC2)cc1 (centres undefined)
    104	0	-2	3	1	0.3	1.2	-0.3	1	2
> CCOC(=O)N1CCC(Nc2c(NCCN3CCN(Cc4ccccc4)CC3)c(=O)c2=O)CC1
    102	1	0	-4	1	-0.1	1.1	1.1	-3	0
> O=C(NCc1cccnc1)Nc1cccc(NC(=O)NCc2cccnc2)c1
    108	-6	0	5	1	-0.3	1.4	0.1	1	0
> O=C(c1ccccc1C(=O)N1CCN(c2ccccc2)CC1)N1CCN(c2ccccc2)CC1
    96	0	6	-15	1	-0.2	0.84	2.5	-4	-6
> CCN1C(=O)CC(N2CCC(c3nc4ccccc4[nH]3)CC2)C1=O (centres undefined)
    101	-4	12	2	1	0.1	0.96	0.4	-1	-12
> O=C(CC1SC(=O)N(Cc2ccc(Cl)cc2)C1=O)Nc1nccs1 (centres undefined)
    101	-3	-9	-2	1	-0.3	1.1	-0.1	-4	9
> CCOC(=O)/C(C#N)=C/c1cn(CCC(=O)O)nc1-c1ccc(Cl)cc1
    101	0	-22	-10	1.1	-0.4	0.99	0.8	-5	22
> Cc1ccc(/C=N/NC(=O)CCCOc2ccc(Cl)cc2Cl)cc1[N+](=O)[O-]
    95	-5	12	17	1.1	-0.2	1.3	0.1	-5	-12
> Cc1cc(C)n2nc(SCC(=O)NCc3ccco3)nc2n1
    100	-1	-11	2	1	-0.4	1.2	1.9	0	11
> Cc1cc(NC(=O)CSc2nc(C(C)C)nc3c2c(=O)n(C)c(=O)n3C)no1
    91	-4	6	-25	1.1	-0.2	0.8	-0.5	-6	-6
> CCOc1cc(Br)c(C(=O)O)cc1OC
    94	0	.	-1	1.1	-0.3	0.97	0.0	-6	.
> Cc1cccc(N2C(=O)C3C4CC(=O)C(c5ccccc54)C3C2=O)c1C (centres undefined)
    103	-1	2	11	0.9	-0.1	1.4	-0.4	6	-1
> CCOC(=O)C(C)Sc1nnc(NC(=O)c2ccc(C)c([N+](=O)[O-])c2)s1 (centres undefined)
    105	0	-22	-8	1	-0.3	1.1	0.6	-2	21
> CC(C)CCNC(=O)Cc1csc(-c2ccccc2)n1
    102	2	6	11	1.1	-0.4	1.1	1.6	-5	-6
> NS(=O)(=O)c1ccc(NC(=S)NC2CCCCCC2)cc1
    107	1	-46	-2	1	-0.2	1.2	-0.8	-4	46
> COC(=O)C1=NN(c2ccc(C)cc2)C2(S1)SC(C(C)=O)=C(C)N2c1ccccc1 (centres undefined)
    92	0	-17	4	1.1	1.2	1.4	-15	-5	17
> CNc1oc(-c2ccc(C)cc2)nc1P(=O)(c1ccccc1)c1ccccc1
    102	-8	2	6	1	-0.2	0.95	-8.0	2	-2
> c1coc(-c2nc3nc4ccccc4nc3n2-c2ccc3c(c2)OCCO3)c1
    99	-2	4	-1	0.9	-0.3	1.1	-0.8	15	-4

Sorted by the number under NF-kB neuron act (highest first): 3 of the compounds above.
compound	STAT1 act	Efa HMGR inh	APP transl inh	FLuc stim CS	Hsp70 activator	NF-kB neuron act	DTT redox prof	APP 5'UTR act
COc1cc(/C=N/N2CCOCC2)ccc1OCc1ccccc1	117	3	-64	1	0.0	1.8	0.0	64
CCn1c(=NC(=O)c2cccc(N3C(=O)CCC3=O)c2)sc2c(OC)ccc(OC)c21	96	-1	1	1	0.1	0.85	0.3	-1
CCOC(=O)c1ccc(Nc2cc(C)nc(N3CCOCC3)n2)cc1	107	0	7	1.1	0.1	0.83	2.1	-7

Screens (PubChem BioAssay)
